Source: PubChem
aDG glyco act: increases alpha dystroglycan glycosylation; Pro5-aDG cells, alpha-DG glycosylation AlphaScreen (IIH6); 0% Pro5, 100% B10-LARGE cell signal; activation, % at 10 µM; actives 0.22% (n = 360,000);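 active means activation of at least 8% versus controls, or a plate z-score of at least 8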;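 further: Pro5 are CHO cells carrying HIG-tagged alpha-DG that lacks glycosylation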
ABHD5-PLIN5 inh: inhibitors of human ABHD5-perilipin-5 interaction; Split G. princeps luciferase complementation, luminescence, 4 h; inhibition, % at 4 µM; actives 0.78% (n = 360,000); AID 602281;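 active means inhibition above the mean inhibition across every tested compound plus 3 SD, cut at about 22% in these data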;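 further: 0% = DMSO only wells and the 100% control is not disclosed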
Cardio protect: myocardial damage modulation in H9c2 cells; AID 588492; actives 0.63% (n = 360,000); protection from H2O2 cell death, % at 20 µM; H9c2 cardiomyocytes, H2O2 injury protection, ATPLite, 2 h;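 active means compounds giving at least 50% protection of heart cells from peroxide-induced death in the single-dose screen, raw or plate-pattern-corrected value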;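 further: 0% = DMSO wells with peroxide and 100% = DMSO wells without peroxide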
hiPSC survival: increases survival of single human iPS cells; hiPSC single-cell survival, ATPlite luminescence; 100% = ROCK inhibitor wells, 0% = DMSO; actives 0.044% (n = 360,000); AID 602274; survival enhancement, % at 20 µM; in the data active means survival enhancement above about 18%;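 further: cells exposed to compounds for 16 hours before the ATP read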
m5-HT2A agonist: agonists of mouse serotonin 5-HT2A receptor (HTR2A); P35363; CHO-K1 mHTR2A beta-arrestin complementation, luminescence; percent of 30 µM serotonin response; activation, % at 7.6 µM; actives 0.66% (n = 360,000);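 active means activation above a run cutoff, the mean activation of all tested compounds plus 3 SD, cut at about 14% in these data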;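 further: 0% = plate median of compound wells and 100% = 30 µM serotonin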
Target sequence (P35363 whole entry, looked up): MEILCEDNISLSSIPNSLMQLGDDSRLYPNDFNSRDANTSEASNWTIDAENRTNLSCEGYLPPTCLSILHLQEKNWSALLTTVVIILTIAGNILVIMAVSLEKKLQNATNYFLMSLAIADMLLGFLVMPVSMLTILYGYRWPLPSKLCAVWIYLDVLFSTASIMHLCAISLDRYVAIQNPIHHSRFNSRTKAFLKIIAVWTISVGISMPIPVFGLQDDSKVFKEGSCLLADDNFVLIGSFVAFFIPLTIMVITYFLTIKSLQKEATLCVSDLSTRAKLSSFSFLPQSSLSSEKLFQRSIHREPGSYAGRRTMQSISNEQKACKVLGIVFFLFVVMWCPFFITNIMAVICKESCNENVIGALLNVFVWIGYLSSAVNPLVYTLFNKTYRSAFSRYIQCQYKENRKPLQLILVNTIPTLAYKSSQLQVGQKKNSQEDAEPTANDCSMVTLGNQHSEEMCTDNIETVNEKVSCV
N-glyco inh: blocks N-linked glycosylation in D54 reporter cells. actives 0.23% (n = 360,000). reporter increase, % at 12.5 µM. D54 ERlucT glycosylation luciferase reporter, 24 h; percent of 100 nM tunicamycin response;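 active means mean luciferase reporter signal, scaled so untreated is 0 and the glycosylation-blocking control 100, at or above a set limit in every replicate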;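 further: luciferase carries N-glycosylation sites so blocking glycosylation raises the light; 0% = median of neutral control wells and 100% = median of 100 nM tunicamycin wells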
MC4R ag barr: agonists of human melanocortin 4 receptor (MC4R) beta-arrestin. actives 0.98% (n = 360,000). P32245. U2OS MC4R beta-arrestin complementation, luminescence; percent of melanotan II response, DMSO zero. activation, % at 8.9 µM;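 active means activation above a per-plate cutoff, the mean activation of sample wells on that plate plus 3 SD, cut at about 8% in these data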
Target sequence (P32245 whole entry, looked up): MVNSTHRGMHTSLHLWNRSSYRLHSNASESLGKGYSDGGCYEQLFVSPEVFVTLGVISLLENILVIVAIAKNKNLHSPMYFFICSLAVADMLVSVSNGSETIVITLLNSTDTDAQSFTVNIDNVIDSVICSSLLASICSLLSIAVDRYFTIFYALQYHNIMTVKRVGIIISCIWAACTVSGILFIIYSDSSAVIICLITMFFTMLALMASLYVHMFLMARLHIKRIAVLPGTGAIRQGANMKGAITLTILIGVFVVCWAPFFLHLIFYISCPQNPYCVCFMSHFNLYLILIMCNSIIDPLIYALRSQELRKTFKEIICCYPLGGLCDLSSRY
Exocytosis inh: blocks lytic granule exocytosis. TALL-104 LAMP-1 surface exposure, flow cytometry; cells stimulated with thapsigargin and PMA. inhibition, % at 10 µM. actives 0.66% (n = 360,000);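 active means inhibition above about 55%, limit read from the data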
ABCB6 inh MLPCN: inhibitors of human ABC transporter ABCB6 | AID 602162 | Q9NP58 | K562-ABCB6 porphyrin accumulation, flow cytometry, 1 h; stronger effect = lower value | actives 0.19% (n = 360,000) | fluorescence ratio to DMSO, % at 10 µM;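 active means fluorescence ratio to DMSO below 75%, the collection mean minus 3 SD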;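 further: signal is porphyrin accumulated inside mitochondria; 100% equals median channel fluorescence of DMSO control wells; lower ratio means ABCB6 inhibition with less porphyrin fluorescence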
MC4R antag cAMP: blocks human MC4R cAMP signaling; P32245; MC4R-expressing cells, MTII-stimulated cAMP, LANCE TR-FRET; inhibition, % at 6.5 µM; actives 0.48% (n = 360,000);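 active means inhibition above its plate's cutoff, the mean of tested wells on that plate plus 3 SD, cut at about 29% in these data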;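 further: 0% = Melanotan II alone and 100% = Melanotan II plus saturating MCL0020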
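Assay system: U2OS-MC4R stable cell line; Also added: Melanotan II; Technique: Eu-cAMP/anti-cAMP TR-FRET, emission 671 nm; Times: 30-min compound, 1-h challenge, 1-h detection, room temperature.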
The depositor's hits bear a star; · = not tested or not shown.

entry	canonical_smiles	aDG glyco act	ABHD5-PLIN5 inh	Cardio protect	hiPSC survival	m5-HT2A agonist	N-glyco inh	MC4R ag barr	Exocytosis inh	ABCB6 inh MLPCN	MC4R antag cAMP
1	CC1(C)CC(N(Cc2ccccc2)C(=O)Cc2ccccc2)CCO1 (stereo unspecified)	-0.1	1	5	-0.5	-1	0	-2.1	3	103	12
2	CCN(Cc1ccncc1)C(=O)CCc1ccccc1	-0.1	-7	-1	-0.3	-4	2	1.7	-2	99	7
3	CCC(c1nnnn1Cc1ccc(OC)cc1)N1CCN(c2ccc(OC)cc2)CC1 (stereo unspecified)	0.2	2	0	-1.6	-5	-2	0.0	0	100	0
4	CCCCCc1c(C)nc(Nc2ccccc2)[nH]c1=O	0.4	-5	-30	-3.9	2	-1	2.1	1	98	14
5	N#Cc1c(-c2ccccc2)nc(SCC(=O)N(c2ccccc2)c2ccccc2)[nH]c1=O	-0.1	-2	20	-0.3	1	-1	-1.1	-2	102	18
6	COc1ccccc1N1CN(CCc2ccccc2)CNC1=S	-0.1	-2	-1	0.7	-3	1	-0.5	2	92	-4
7	O=S(=O)(Nc1ccc(N2CCCCC2)cc1)c1ccc(F)cc1	0.0	-4	-10	-0.8	-2	-2	2.9	-6	98	8
8	Cc1ccccc1-c1nn(-c2ccc(F)cc2F)cc1CNCC(C)O (stereo unspecified)	-0.2	2	-1	0.3	-3	1	-1.1	10	95	-1
9	Cc1cn([C@H]2C[C@H](O)[C@@H](/C=C/C(=O)NCc3ccco3)O2)c(=O)[nH]c1=O	0.1	5	0	0.1	0	2	·	-1	97	·
10	Cc1ccc(N2CCN(C(=O)C(=O)c3ccc4c(c3)OCO4)CC2)cc1	-0.1	0	·	·	0	·	·	4	·	·
11	CCOC(=O)N1CCN(S(=O)(=O)c2ccc(OCC(=O)OC)c(Cl)c2)CC1	-0.1	6	7	5.0	3	0	-1.1	3	94	10
12	O=C(Nc1nc2ccsc2c(=O)s1)c1ccc(Cl)cc1	0.3	3	1	-0.3	-1	-14	-0.4	3	100	5
13	CC(C)c1ncc(S(=O)(=O)c2ccc(C(F)(F)F)cn2)c(N)n1	0.0	-3	-1	-0.7	-7	-1	-1.5	-4	99	0
14	OCC1(Cc2ccccc2Cl)CCN(C/C=C/c2ccccc2)CC1	0.3	6	-7	-0.1	-2	-3	0.0	-3	95	-3
15	CC(C)CC1NC(=O)N(CC(=O)N2CCCc3ccccc32)C1=O (stereo unspecified)	0.1	-2	-3	2.1	3	-2	-1.4	-1	98	3
16	CC(C)(C)c1ccc(-c2nnc(SCC(=O)NCC3CCCO3)n2N)cc1 (stereo unspecified)	0.1	-1	-3	0.0	4	-2	-1.3	8	103	5
17	Cc1c(C)n2c(SCC(=O)NC3CCCCC3)nnc2[nH]c1=O	-0.2	-2	0	0.1	3	2	-1.9	-1	99	9
18	COc1ccc(Nc2cc(C(=O)NC3CCCC3)c3ccccc3n2)c(OC)c1	0.0	-10	-5	-0.1	3	0	-1.4	9	102	8
19	CN(C)c1ccc(C(=O)c2ccccc2)cc1	0.8	5	-11	1.4	2	-3	-2.1	0	100	-4
20	Cc1ccc(-c2csc3nnc(SCc4csc(C)n4)n23)cc1	0.5	-1	2	0.6	-7	1	-1.6	-3	98	4
21	CC(C)c1ccc(NC(=O)c2ccccc2NC(=O)C2CC=CCC2C(=O)O)cc1 (stereo unspecified)	0.1	-3	2	0.2	0	1	-3.4	0	98	-1
22	CCOCCCn1c(NN)nc2ccccc2c1=O	-0.3	-1	3	-0.5	-2	1	-1.6	-1	96	4
23	CN(CC(=O)NNC(=O)CNC(=O)c1cccs1)S(=O)(=O)c1ccc(Cl)cc1	-0.3	-9	0	-0.3	4	0	2.4	-2	105	1
24	CCCNC(=O)c1ccc2c(=O)c(O)c(-c3ccsc3)[nH]c2c1	0.4	4	51*	-2.8	3	-12	1.0	-7	93	18
25	O=C(/C=C/c1ccc(Cl)cc1)NC(=S)Nc1ccc(C(=O)O)cc1	0.2	-6	2	0.8	4	4	-1.4	2	98	10
26	Cc1ccc2c(c1)N(CCC(=O)NC1CCCCC1)C(=O)CO2	0.0	-19	1	-0.4	2	-1	2.2	-11	104	6
27	N#Cc1cc(C(=O)c2cc(Cl)ccc2O)cn(CC2CCCO2)c1=O (stereo unspecified)	-0.1	-4	2	-0.9	7	-1	0.9	-4	94	12
28	COc1ccc(-c2[nH]ncc2CNCC(C)(C)N2CCOCC2)cc1F	0.5	2	-8	-1.0	-2	-1	-0.2	-1	101	5
29	C/C(=N\NC(=O)c1cc(C)nc2ccccc12)c1ccccn1	-0.3	-20	25	-0.3	-9	-16	-3.1	-12	98	2
30	CCOc1ccc(NC(=O)COc2cccc3c2CCN(Cc2cccnc2)C3=O)cc1	0.0	6	-6	-0.2	-14	0	2.1	-2	95	17
31	O=Nc1c2nc3ccccc3n(O)c-2c2ccccc12	-0.4	0	4	-2.0	6	13	-2.1	-1	86	-20
32	COCCN(Cc1ccc(C)c(Br)c1)C(=O)Cn1cnc(S(=O)(=O)N2CCCC2)c1	-0.2	-6	5	-0.3	-4	-2	-1.9	1	94	2

A portion taken from the entries so far, as a working copy:
entry	canonical_smiles	aDG glyco act	ABHD5-PLIN5 inh	Cardio protect	hiPSC survival	m5-HT2A agonist	N-glyco inh	MC4R ag barr	Exocytosis inh	ABCB6 inh MLPCN	MC4R antag cAMP
20	Cc1ccc(-c2csc3nnc(SCc4csc(C)n4)n23)cc1	0.5	-1	2	0.6	-7	1	-1.6	-3	98	4
21	CC(C)c1ccc(NC(=O)c2ccccc2NC(=O)C2CC=CCC2C(=O)O)cc1 (stereo unspecified)	0.1	-3	2	0.2	0	1	-3.4	0	98	-1
22	CCOCCCn1c(NN)nc2ccccc2c1=O	-0.3	-1	3	-0.5	-2	1	-1.6	-1	96	4
23	CN(CC(=O)NNC(=O)CNC(=O)c1cccs1)S(=O)(=O)c1ccc(Cl)cc1	-0.3	-9	0	-0.3	4	0	2.4	-2	105	1
24	CCCNC(=O)c1ccc2c(=O)c(O)c(-c3ccsc3)[nH]c2c1	0.4	4	51*	-2.8	3	-12	1.0	-7	93	18
25	O=C(/C=C/c1ccc(Cl)cc1)NC(=S)Nc1ccc(C(=O)O)cc1	0.2	-6	2	0.8	4	4	-1.4	2	98	10
26	Cc1ccc2c(c1)N(CCC(=O)NC1CCCCC1)C(=O)CO2	0.0	-19	1	-0.4	2	-1	2.2	-11	104	6
27	N#Cc1cc(C(=O)c2cc(Cl)ccc2O)cn(CC2CCCO2)c1=O (stereo unspecified)	-0.1	-4	2	-0.9	7	-1	0.9	-4	94	12
28	COc1ccc(-c2[nH]ncc2CNCC(C)(C)N2CCOCC2)cc1F	0.5	2	-8	-1.0	-2	-1	-0.2	-1	101	5
29	C/C(=N\NC(=O)c1cc(C)nc2ccccc12)c1ccccn1	-0.3	-20	25	-0.3	-9	-16	-3.1	-12	98	2

Other results follow:
entry	canonical_smiles	aDG glyco act	ABHD5-PLIN5 inh	Cardio protect	hiPSC survival	m5-HT2A agonist	N-glyco inh	MC4R ag barr	Exocytosis inh	ABCB6 inh MLPCN	MC4R antag cAMP
33	COc1ccc(NS(=O)(=O)c2cccc3nsnc23)cc1OC	0.2	1	-8	-0.6	-2	-1	-0.6	1	95	7
34	O=C(NCC(c1ccco1)N1CCN(c2ccccc2)CC1)C(=O)NC1CCCC1 (stereo unspecified)	0.3	5	0	-0.4	8	-2	0.0	4	97	2
35	Cc1ccc(CN2[C@@H](c3ccccc3)COCCS2(=O)=O)cc1	0.1	-4	-9	-0.8	-4	-3	-1.1	-6	97	2
36	Cn1c(N)c(C(=O)CCl)c(=O)n(C)c1=O	0.2	0	9	-3.0	3	-5	-0.3	-8	94	-3
37	O=C(NCc1ccccc1)C1CC(=O)N(C2CCCCCC2)C1 (stereo unspecified)	-0.1	-2	-2	-0.5	-1	3	1.4	-2	103	-4
38	Cc1ccc(NC(=O)CN(C)CC(=O)Nc2ccc3c(c2)OCO3)cc1	1.0	-2	-3	-1.7	2	1	0.4	-4	94	5
39	CCOC(=O)NNC(=O)CCn1c2c(c3ccccc31)CCCC2	1.5	1	6	0.4	-7	-11	-0.7	-5	96	3
40	CC(C)Oc1ccc(C(=O)NCCCNC(=O)c2ccccn2)cc1	-0.1	3	3	-0.3	-3	1	-1.5	3	99	24
41	NC(=O)CN1CCN(C(=O)Nc2ccccc2)CC1	0.1	1	9	-0.9	13	2	-0.8	3	92	6
42	COc1ccc(-c2c(-c3cc(OC)cc(OC)c3)n(C)c3ccc(-c4ccc5cc[nH]c5c4)cc23)cc1	3.1	-11	-2	1.0	0	-4	-1.1	-1	96	0
43	O=C(CSc1nnc(-c2ccc(Br)cc2)n1CCc1ccccc1)NC1CCS(=O)(=O)C1 (stereo unspecified)	-0.1	1	18	0.7	-2	0	-1.6	-15	99	1
44	CCc1nnc(NC(=O)CN2CCN(c3nc(-c4ccccc4)cs3)CC2)s1	0.1	-7	-4	5.9	10	-2	-1.5	-2	113	15
45	COc1cc(Cl)c(C)cc1NC(=O)COC(=O)C1=COCCO1	0.0	0	3	-0.4	12	5	-1.4	18	97	-4
46	Cc1ccccc1C(=O)NC(=S)N(Cc1ccccc1)c1ccccn1	0.6	9	-8	-0.4	6	-2	-2.0	-2	95	0
47	CCCOc1ccc(/C=C2\SC(N)=NC2=O)cc1OC	0.0	2	-3	0.1	-8	6	-1.0	-7	96	-3
48	CN(C)C(=O)CN1CCN(C(=O)CCl)CC1	0.4	3	3	-0.7	-3	1	-1.4	2	103	7
49	CC(C)=NOc1nc(N2CCOCC2)nc(N2CCOCC2)n1	-0.1	-6	2	0.7	6	0	3.0	-1	98	21
50	CCC/C(O)=C1\C(=O)CCCC1=NCCc1ccc(OCC)c(OCC)c1	0.2	5	5	-0.8	15*	0	-1.5	-2	96	17
51	O=C(O)CC/C(=N\NC(=O)CNC(=O)/C=C/c1ccccc1)c1ccccc1	0.0	-3	6	-0.5	3	1	0.7	-2	97	2
52	CCc1c(C)nc2cc(-c3ccc(OC)c(OC)c3)nn2c1NCC1CC1	0.7	0	-21	-2.9	4	3	0.0	2	86	-1
53	CCOC(=O)Cc1csc(NC(=O)c2ccc(Cl)nc2)n1	-0.2	3	8	1.7	5	2	0.3	-2	96	-6
54	COC(=O)C(NC(=O)c1ccco1)(Nc1ccc(Br)cn1)C(F)(F)F (stereo unspecified)	1.3	1	-1	0.1	-2	-3	-1.6	1	97	-1
55	O=C(OCC1OC(n2cc(Br)c(=O)[nH]c2=O)C(Br)C1O)c1ccccc1 (stereo unspecified)	-0.1	-1	-3	0.3	-5	-1	0.2	-8	103	15
56	CCOC(=O)Cn1cnc2sc3c(c2c1=O)CCC3	0.2	0	1	-0.1	-1	-2	-1.0	3	101	-1
